# High-throughput results (PubChem BioAssay)
# NCI-60 one-dose screen, 48 h, at 10 µM unless noted. Numbers give growth in % (100 = growth as untreated, 0 = no growth, -100 = all killed).
# SNB-19: SNB-19 CNS cancer cells; hit rate 2.5% among 81,000
# SF-268: SF-268 CNS cancer cells. hit rate 3.1% among 82,000
# CAKI-1: CAKI-1 renal cancer. hit rate 4.7% among 75,000. AID 1794772
# SNB-75: SNB-75 CNS cancer | AID 1794750 | hit rate 5% among 79,000
# SF-539: SF-539 CNS cancer; hit rate 6.8% among 81,000
# A498: A498 renal cancer cells; AID 1794774; hit rate 5.4% among 76,000
# SF-295: SF-295 CNS cancer cells. hit rate 5.6% among 79,000. AID 1794758
# U251: U251 CNS tumor cells | hit rate 5.4% among 80,000
# NCI-H23: NCI-H23 lung cancer; hit rate 4% among 80,000
# Numbers without * were called inactive; . = no result given; & = joins results of further samples. Rule for the calls: active = growth percent below 10; inactive = the rest. Some of the compounds tested, so the mix of outcomes need not match the whole.
1. CCn1ccc(NS(=O)(=O)c2ccc(N)cc2)nc1=O
2. CC(Cc1cccc(C(F)(F)F)c1)NCCOC(=O)c1ccccc1 (stereo not given)
3. CC[C@@H]1OC(=O)C[C@@H](O)[C@H](C)[C@@H](O[C@@H]2O[C@H](C)[C@@H](O)[C@H](N(C)C)[C@H]2O)[C@@H](CCN2C[C@H](C)C[C@H](C)C2)C[C@@H](C)C(=O)/C=C/C(C)=C\[C@@H]1CO[C@@H]1O[C@H](C)[C@@H](O)[C@@H](OC)[C@H]1OC
4. O=C(c1cccs1)C1C(c2ccc(Cl)cc2Cl)CC(O)(c2cccs2)C(C(=O)c2cccs2)C1c1ccc(Cl)cc1Cl (stereo not given)
5. COC(=O)c1ccccc1O
6. Cn1cc(-c2nnc(N)nc2-c2c[nH]c3ccc(Br)cc23)c2cc(F)ccc21
Compound	1	2	3	4	5	6
SNB-19	102.8	100.2	108.4	93.5	108.9	100.1
SF-268	126.8	99.5	108.1	87.4	119.2	99.3
CAKI-1	89.5	87.4	106.0	72.8	97.9	97.9
SNB-75	106.0	99.5	83.7	89.0	.	99.4
SF-539	94.6	116.4	114.7	97.7	104.5	101.0
A498	122.6	106.6	115.9	.	114.5	77.6
SF-295	102.9	98.4	117.7	93.3	101.3	111.7
U251	115.4	104.0	102.1	89.9	104.5	91.4
NCI-H23	99.7	101.3	104.3	86.9	94.9	95.0

# Record cards, from the list above. Order of screens: SNB-19 | SF-268 | CAKI-1 | SNB-75 | SF-539 | A498 | SF-295 | U251 | NCI-H23
# O=C(c1cccs1)C1C(c2ccc(Cl)cc2Cl)CC(O)(c2cccs2)C(C(=O)c2cccs2)C1c1ccc(Cl)cc1Cl (stereo not given) across the screens: 93.5 | 87.4 | 72.8 | 89.0 | 97.7 | . | 93.3 | 89.9 | 86.9
# COC(=O)c1ccccc1O across the screens: 108.9 | 119.2 | 97.9 | . | 104.5 | 114.5 | 101.3 | 104.5 | 94.9
# Cn1cc(-c2nnc(N)nc2-c2c[nH]c3ccc(Br)cc23)c2cc(F)ccc21 across the screens: 100.1 | 99.3 | 97.9 | 99.4 | 101.0 | 77.6 | 111.7 | 91.4 | 95.0

# (next part)
7. CN[C@@H]1[C@H](O)[C@H](NC)[C@H]2O[C@@]3(O)C(=O)C[C@@H](C)O[C@H]3O[C@@H]2[C@H]1O
8. CCCOc1ccc(C(=O)OCCN(CC)CC)cc1N
9. Cn1cc(-c2nnc(-c3cn(C)c4ncc(Br)cc34)o2)c2cc(Br)ccc21
10. [2H]C1([2H])N(c2ccc(NC(=O)c3cccc(-c4ccc(OC(F)(F)F)cc4)c3C)cn2)C([2H])([2H])[C@]([2H])(C)O[C@]1([2H])C
11. COCC(=O)NC/C=C/c1ccc2ncnc(Nc3ccc(Oc4ccc(C)nc4)c(C)c3)c2c1
12. O=[N+]([O-])c1cncn1CCN1CCOCC1
Compound	7	8	9	10	11	12
SNB-19	101.8	106.4	90.5	82.5	77.9	106.6
SF-268	107.6	112.9	94.6	81.7	52.3	101.8
CAKI-1	99.2	100.3	78.7	71.3	18.6	106.5
SNB-75	93.5	115.7	51.4	74.4	57.2	90.6
SF-539	.	112.0	86.1	95.2	48.0	99.2
A498	124.7	94.6	102.9	58.3	24.6	.
SF-295	101.7	92.1	100.0	75.6	62.4	109.7
U251	103.5	98.3	105.7	77.3	62.9	103.4
NCI-H23	101.8	111.3	89.5	76.2	39.3	102.6

# Molecules from the list above with four or more nitrogen atoms:
1. CCn1ccc(NS(=O)(=O)c2ccc(N)cc2)nc1=O
6. Cn1cc(-c2nnc(N)nc2-c2c[nH]c3ccc(Br)cc23)c2cc(F)ccc21
9. Cn1cc(-c2nnc(-c3cn(C)c4ncc(Br)cc34)o2)c2cc(Br)ccc21
11. COCC(=O)NC/C=C/c1ccc2ncnc(Nc3ccc(Oc4ccc(C)nc4)c(C)c3)c2c1
12. O=[N+]([O-])c1cncn1CCN1CCOCC1
Compound	1	6	9	11	12
SNB-19	102.8	100.1	90.5	77.9	106.6
SF-268	126.8	99.3	94.6	52.3	101.8
CAKI-1	89.5	97.9	78.7	18.6	106.5
SNB-75	106.0	99.4	51.4	57.2	90.6
SF-539	94.6	101.0	86.1	48.0	99.2
A498	122.6	77.6	102.9	24.6	.
SF-295	102.9	111.7	100.0	62.4	109.7
U251	115.4	91.4	105.7	62.9	103.4
NCI-H23	99.7	95.0	89.5	39.3	102.6

# Additional records follow:
13. O=C(NC1CCN(CCc2c[nH]c3ccccc23)CC1)c1ccccc1
14. c1cn2cc(-c3ccc4cn[nH]c4c3)nc(Nc3ccc(N4CCOCC4)cc3)c2n1
15. N=c1nc(N2CCCCC2)cc(N)n1O
16. C=C[C@H]1CN2CC[C@H]1C[C@@H]2[C@H](O)c1ccnc2ccc(OC)cc12
17. C/C(=N/O)c1ccc(N2C(=O)CCC2=O)cc1
18. CN(C)c1ccc(C2=NN(c3ccc(S(=O)(=O)NC(=O)NCc4ccccc4)cc3)C(c3ccccc3)C2)cc1 (stereo not given)
Compound	13	14	15	16	17	18
SNB-19	107.4	50.3	99.8	.	98.2	94.4
SF-268	100.7	34.9	109.2	.	104.8	104.9
CAKI-1	92.4	39.4	100.9	.	95.2	99.8
SNB-75	86.3	-3.9*	93.5	.	94.6	91.6
SF-539	111.2	46.9	116.0	.	93.6	112.8
A498	98.6	68.7	116.8	91.9	115.7	94.0
SF-295	98.4	66.4	103.1	.	95.6	93.7
U251	.	41.5	100.8	.	94.4	95.2
NCI-H23	.	64.8	115.1	91.1	96.6	97.9

19. Cc1ncc(-c2ccnc(Nc3ccc(S(C)(=O)=O)cc3)n2)n1C(C)C
20. Cn1cc(-c2nnc(N)nc2-c2c[nH]c3ccccc23)c2ccccc21
21. CC(C)NNC(=O)c1ccncc1
22. O=C(Nc1ccc(Oc2ccc(Br)cc2)cc1)c1ccc2nc(NS(=O)(=O)c3ccc4ccccc4c3)sc2c1
23. O=C(O)CS
24. COc1ccc(-c2cc(=O)c3c(O)cc(OC)cc3o2)cc1
Compound	19	20	21	22	23	24
SNB-19	7.4*	89.5	107.0&108.1	100.7	103.1	38.4
SF-268	3.7*	104.8	110.0&97.2	92.9	96.9	67.4
CAKI-1	10.0*	91.0	95.4	70.7	94.2	94.3
SNB-75	-37.9*	75.4	103.0&93.9	85.5	91.4	80.6
SF-539	-65.4*	89.4	101.0	93.5	100.6	84.8
A498	-42.6*	.	98.3&68.1	97.8	82.1	.
SF-295	-0.6*	92.1	104.9&97.7	97.7	100.9	93.9
U251	3.5*	88.9	99.7&120.0	100.6	103.2	90.8
NCI-H23	-33.8*	86.4	97.7&101.9	90.4	95.4	78.4

25. COc1ccc(-c2cc(C(F)F)nn2-c2ccc(S(N)(=O)=O)cc2)cc1F
26. COc1ccc2c(c1)c(-c1noc(C(=O)c3cn(C)c4ccc(F)cc34)n1)cn2C
27. O=C(O)c1cc(=O)c2ccccc2o1
28. CCCCOc1cc(C(=O)OCCN(CC)CC)ccc1N
29. COC(=O)C(C)(C)C1Oc2ccc(C)cc2C(=O)/C1=C\NS(=O)(=O)c1ccc(OC)cc1 (stereo not given)
30. COC(=O)N/N=C/c1c[n+]([O-])c2ccccc2[n+]1[O-]
Compound	25	26	27	28	29	30
SNB-19	106.7	103.4	100.2	93.2	110.4	104.5
SF-268	96.8	93.1	114.4	99.4	101.6	106.2
CAKI-1	88.3	93.6	96.2	86.5	.	89.1
SNB-75	87.1	111.4	101.9	110.2	104.3	100.1
SF-539	98.1	99.9	113.7	104.1	95.9	100.6
A498	79.1	106.9	103.8	68.4	120.4	98.0
SF-295	102.7	105.5	101.6	92.3	111.0	93.4
U251	95.5	98.9	96.1	93.1	101.0	96.6
NCI-H23	103.7	100.7	101.7	94.1	104.3	98.6

31. O=C(c1ccc2nc(NS(=O)(=O)c3ccc4ccccc4c3)sc2c1)N1CCN(c2ccccc2)CC1
32. Cn1cnc(-c2cc3nccc(Oc4ccc(NC(=S)NC(=O)Cc5ccccc5)cc4F)c3s2)c1
33. Cc1cc(=O)oc2cc(O)ccc12
34. CCCCC(=O)O[C@]1(C(=O)CO)[C@@H](C)CC2C3CCC4=CC(=O)C=C[C@]4(C)[C@@]3(F)C(O)C[C@@]21C (stereo not given in full)
35. C#C[C@]1(O)CCC2C3CCC4=CC(=O)CC[C@@H]4C3CCC21CC (stereo not given in full)
36. CC(=O)Oc1ccc2c(C)cc(=O)oc2c1
Compound	31	32	33	34	35	36
SNB-19	111.1	96.6	99.8	101.9	111.3	101.8
SF-268	96.9	84.3	114.8	90.1	104.7	95.5
CAKI-1	97.0	80.8	100.4	76.5	99.5	92.4
SNB-75	83.3	78.6	89.6	121.6	99.9	90.0
SF-539	100.5	58.7	105.8	90.6	.	95.8
A498	92.3	62.9	101.8	109.5	121.8	97.2
SF-295	95.1	52.5	97.8	102.2	102.7	98.8
U251	105.7	79.7	102.7	108.4	100.5	96.0
NCI-H23	94.0	72.5	.	95.3	108.8	95.8

37. CN1C(=O)NC(Cc2c[nH]c3c(Cl)cccc23)C1=O (stereo not given)
38. CC12CCC3C(=CCc4cc(O)ccc43)C1CCC2=O (stereo not given)
39. Cl
40. CC(=O)N[C@@H](Cc1ccccc1)C(=O)O
41. Cc1cc(Nc2cc(N3CCN(C)CC3)nc(/C=C/c3ccccc3)n2)n[nH]1
42. COc1cc(CCc2cc(NC(=O)c3ccc(N4C[C@@H](C)N[C@@H](C)C4)cc3)n[nH]2)cc(OC)c1
Compound	37	38	39	40	41	42
SNB-19	106.1	103.3	99.3	107.6	14.0	83.4
SF-268	110.4	105.9	115.8	97.4	-26.1*	39.4
CAKI-1	125.0	92.6	95.6	110.0	-45.3*	20.4
SNB-75	103.3	103.6	96.9	97.8	-97.1*	6.8*
SF-539	98.4	101.9	110.7	111.9	-79.1*	16.9
A498	105.7	102.4	88.1	95.1	-86.7*	-1.0*
SF-295	108.8	92.0	99.2	.	-17.0*	62.4
U251	92.8	98.7	101.8	101.0	-29.9*	45.2
NCI-H23	102.3	102.5	97.5	100.8	22.3	40.1

43. O=C(/C=C/c1ccc(Cl)nc1)c1ccc(Cl)nc1
44. CCCCN(CCCC)CCCOC(=O)c1ccc(N)cc1
45. COC(=O)C(C)(C)C1Oc2ccc(Br)cc2C(=O)/C1=C\NS(=O)(=O)c1ccc(C)cc1 (stereo not given)
46. [2H]C1([2H])NC([2H])([2H])C([2H])([2H])N(c2ccc(Nc3ncc4cc(C(=O)N(C)C)n(C5CCCC5)c4n3)nc2)C1([2H])[2H]
Compound	43	44	45	46
SNB-19	105.5	88.7	112.4	64.3
SF-268	101.7	96.3	103.2	77.4
CAKI-1	97.8	90.5	.	.
SNB-75	100.1	39.1	106.0	65.5
SF-539	104.6	94.4	96.4	86.5
A498	95.5	103.7	103.0	66.5
SF-295	107.8	84.5	112.3	72.7
U251	100.6	58.5	98.7	61.4
NCI-H23	105.5	96.1	94.1	69.9
